Screens from PubChem.
EPAC1 agonist: agonists of human EPAC1; O95398; EPAC1 agonist qHTS, biochemical assay; response scale: 100% = response to 6.5 mM cAMP; Potency, µM (doses to about 154 µM), without a hit: at the top dose activation, usual class: activators; 0.073% of 360,000 active; AID 720707; also: potency is read from the fitted curve at half-maximal effect; nearly all actives have a fitted effect of over 60% in size
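Normalized to 6.5 mM cAMP, activity reflects EPAC1-catalysed release of BODIPY-GDP from Rap1B, followed kinetically over 30 min at 480 nm excitation, 540 nm emission. Reaction contained 100 nM EPAC1, 250 nM Rap1B-BODIPY-GDP, 50 uM GDP.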
GLP-1R inv ag: GLP-1 receptor (human) inverse agonism | P43220 | HEK293 GLP-1R CRE-luciferase, luminescence, 24 h; GLP-1R form is constitutively active | Potency, µM (titrated, usually from 38.3 µM), without a hit: at the highest dose activity change, negative = inhibition, hits mostly inhibitors | 1.6% of 410,000 active | AID 624417; also: potency is read from the fitted curve at half-maximal effect; % is scaled to controls: 0 for no effect and ±100 for the full control effect; nearly all actives have a fitted effect of over 55% in size
Target sequence (P43220 whole entry, looked up): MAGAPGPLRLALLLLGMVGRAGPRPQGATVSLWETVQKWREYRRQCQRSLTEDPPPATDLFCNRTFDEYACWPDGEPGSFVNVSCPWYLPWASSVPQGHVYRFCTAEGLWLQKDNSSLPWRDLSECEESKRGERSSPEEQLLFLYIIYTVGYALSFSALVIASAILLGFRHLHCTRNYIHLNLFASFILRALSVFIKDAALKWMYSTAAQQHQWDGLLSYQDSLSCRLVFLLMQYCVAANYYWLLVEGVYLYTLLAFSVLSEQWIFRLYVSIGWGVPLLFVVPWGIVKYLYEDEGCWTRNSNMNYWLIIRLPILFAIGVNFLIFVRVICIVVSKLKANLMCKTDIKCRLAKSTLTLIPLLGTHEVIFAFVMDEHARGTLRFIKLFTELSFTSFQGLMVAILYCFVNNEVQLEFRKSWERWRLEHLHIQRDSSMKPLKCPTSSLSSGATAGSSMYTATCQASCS
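HEK293 cells stably co-expressing a cAMP-responsive luciferase reporter and constitutively active GLP-1R were seeded, incubated 12 h, then exposed to compounds for 24 h at 37 C. Luminescence was read 12 min after detection reagent; inverse agonists lower signal.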
PTHR1 agonist: agonists of human PTHR1 parathyroid hormone receptor; Q03431; HEK293 GP2 PTHR1 cells, GloSensor cAMP luminescence, 1 h; Potency, µM (doses to about 115 µM), for inactives: at the highest dose activation, usual class: activators; 0.075% of 410,000 active; also: potency is read from the fitted curve at half-maximal effect; nearly all actives have a fitted effect of over 55% in size; some results filed as inactive show a strong effect at the top dose; inactives centre near -15; many of its hits are not listed in these tables
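HEK-293-derived GP2 cells expressing PTHR1 and a GloSensor cAMP reporter, 3,000/well, plated overnight, given luciferin plus IBMX (each 0.5 mM as added) for 1 h at 37 °C, then compound for 1 h at 37 °C. Luminescence was read after 15 min at room temperature.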
PLK1 PBD inh: blocks phosphopeptide binding to human PLK1 polo-box domain | P53350 | Plk1 PBD binding of FITC phosphopeptide, fluorescence polarization | Potency, µM, inactives show max response, negative = inhibition, usual class: inhibitors | 2.8% of 360,000 active | AID 720504; also: potency is read from the fitted curve at half-maximal effect; series mostly up to about 57 µM; % is scaled to controls: 0 for no effect and ±100 for the full control effect; nearly all actives have a fitted effect of over 65% in size
Target sequence (P53350 whole entry, looked up, the tested form may be a part): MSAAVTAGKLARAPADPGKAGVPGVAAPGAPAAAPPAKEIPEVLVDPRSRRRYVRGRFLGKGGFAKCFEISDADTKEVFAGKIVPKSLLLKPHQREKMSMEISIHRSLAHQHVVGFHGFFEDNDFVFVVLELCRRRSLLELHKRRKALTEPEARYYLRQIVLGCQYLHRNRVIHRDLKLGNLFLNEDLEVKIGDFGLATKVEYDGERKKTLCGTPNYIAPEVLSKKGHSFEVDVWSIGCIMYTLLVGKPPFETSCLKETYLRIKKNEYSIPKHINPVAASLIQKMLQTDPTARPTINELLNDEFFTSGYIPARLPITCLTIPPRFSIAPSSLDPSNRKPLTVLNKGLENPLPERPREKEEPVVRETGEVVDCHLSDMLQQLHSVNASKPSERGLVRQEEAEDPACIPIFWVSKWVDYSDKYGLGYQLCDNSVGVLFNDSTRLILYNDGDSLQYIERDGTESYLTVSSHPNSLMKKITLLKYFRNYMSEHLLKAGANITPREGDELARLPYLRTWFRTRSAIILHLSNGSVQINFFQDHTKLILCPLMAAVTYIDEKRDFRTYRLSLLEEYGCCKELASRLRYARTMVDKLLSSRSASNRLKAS
GLP-1R agonist: agonists of human GLP-1 receptor; P43220; HEK293 GLP-1R CRE-luciferase, luminescence, 4-6 h; cells express a hypersensitive GLP-1R form; Potency, µM (titrated, usually from 45.6 µM), for inactives: at the highest dose activation, hits mostly activators; 0.007% of 380,000 active; also: potency is read from the fitted curve at half-maximal effect; % of control where 0% means no effect
GLP1R cytotox: cytotoxicity counter-screen for GLP-1 receptor inverse agonists; HEK293 cAMP-luciferase reporter cells, luminescence, 24 h; Potency, µM (top dose mostly 38.3 µM), for inactives: at the top dose activity change, negative = inhibition, usual class: inhibitors; 0.13% of 410,000 active;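 also: loss of luciferase light is scored as toxicity; potency is read from the fitted curve at half-maximal effect; % is scaled to controls: 0 for no effect and ±100 for the full control effect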
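Luminescence readout: signal drop marks cytotoxicity. Plated cells grew 12 h at 37 °C, 5% CO2, received 23 nL compound for 24 h, then got luciferase reagent, read after 12 min at RT.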
IL2 activator: IL-2 activation; IL-2 activation reporter assay, cell-based qHTS; stimulated with anti-CD3/CD4/CD28 beads; in transgenic mouse T cells; activation, % (series mostly up to about 46 µM); 0.065% of 360,000 active; in the data active = activation above about 50%; inconclusive = mostly about 30% to 49%; also: 0% is about no effect
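Readout: EGFP and DsRed signals by fluorescent plate cytometry. Unstimulated transgenic mouse T cells received compound 60 min before antibody-bead stimulation, then incubated 18 h at 37 degrees C.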
PI5P4Ka inh: blocks human PI5P4K alpha kinase activity; PI5P4Kalpha enzyme, ADP-Glo luminescence, 60 min; stronger effect = lower value; max response, %; P48426; 1.2% of 330,000 active; AID 652105; active = max response of -50% or lower; inconclusive = between -30% and -50%; inactive = -30% or higher; also: value at the top dose of about 77 µM; % is scaled to controls: 0 for no effect and ±100 for the full control effect
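Controls without substrate or without enzyme flank wells where PI5P4Kalpha converts substrate using 5 microM ATP (final). Incubation lasts 60 minutes at room temperature; ADP formed is read by ADP-Glo luminescence.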
EPAC1 antag: blocks human EPAC1 exchange factor; O95398; EPAC1 GEF assay, Rap1b-BODIPY-GDP exchange fluorescence; Potency, µM (highest dose often 115 µM), for inactives: at the top dose activity change, negative = inhibition, most hits filed as inhibitors; 0.14% of 360,000 active; AID 720709;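 also: potency is read from the fitted curve at half-maximal effect; plate controls were vehicle for no effect and positive control for full effect; nearly all actives have a fitted effect of over 50% in size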
Starred values were filed as active, the others as inactive; i = inactive; ? = inconclusive; · = no result given; [ ] = dose if it differs, or a comment. Unless noted, calls follow the shape of the dose curve; as a rule, active = well fitted curve in the direction sought with a large enough effect; inconclusive = small, poorly fitted or top-dose-only effect, or another doubt; inactive = no such curve, though single readings can be large; an effect the other way counts as inactive or inconclusive. Only part of the results is shown, so the mix of outcomes need not match the whole.

SMILES	EPAC1 agonist	GLP-1R inv ag	PTHR1 agonist	PLK1 PBD inh	GLP-1R agonist	GLP1R cytotox	IL2 activator	PI5P4Ka inh	EPAC1 antag
Cc1ccc(Cl)cc1N1CCN(C(=O)Cc2c(C(=O)O)[nH]c3ccccc23)CC1	-4%	0%	i	-23%	2%	-11%	-0.6	·	10%
COc1cccc(NC(=O)CN(C)C(=O)c2ccc3c(c2)S(=O)(=O)N=C2CCCCCN23)c1	-6%	4%	-24%	-3%	-1%	-9%	-5.0	1	15%
CCN(CC)S(=O)(=O)c1cccc(NC(=O)c2cc(-c3cccs3)nn2-c2ccccc2)c1	4%	?	i	-4%	-34%[inhibitor]	-12%	0.4	8	-5%
CC(C)N(CCNCC(O)COc1ccc(C(C)(C)c2ccccc2)cc1)C(C)C (configuration not stated)	1%	4µM*	-28%	-1%	9%	?	-4.4	21	-11%
O=C(Nc1ccc(F)cc1)C(CCc1ccccc1)N1CCN(c2ccncc2)CC1 (configuration not stated)	-10%	22%	i	2%	·	3%	-0.4	1	11%
C[C@H]1CN([C@@H](C)CO)C(=O)c2cc(Br)cnc2O[C@H]1CN(C)C(=O)C1CCC1	-20%	11%	-13%	-11%	-7%	-6%	-2.3	-9	11%
COc1cccc(/C=C2\SC(=S)N(CCC(=O)NNC(=O)c3ccccc3OC)C2=O)c1	-7%	11%	i	-2%	-2%	2%	1.1	-7	-5%
CC(=O)Nc1sc2c(c1CN1CCN(c3ccccn3)CC1)CCCC2	6%	7%	-15%	-10%	-3%	-7%	-3.8	·	-3%
O=C(/C=C/c1ccco1)N1CCN(C/C=C/c2ccccc2)CC1	3%	-10%	-14%	-20%	0%	10%	4.0	-18	-9%
COc1ccc(NC(=O)C2CCCN2S(=O)(=O)c2cccc3nsnc23)c(OC)c1 (configuration not stated)	-8%	1%	i	6%	-4%	-2%	-1.1	-1	10%
CCOC(=O)C1=C(N)OC2=C(C(=O)CC(C)(C)C2)C1c1cccs1 (configuration not stated)	-4%	?	-6%[57.5 µM]	-12%	-3%	-11%	1.2	5	-4%
Cc1cc([N+](=O)[O-])nn1CC(=O)N(C)C1CCCCC1	-1%	-13%	i	-3%	11%	-10%	-3.2	5	-15%
CCOc1ccc(CCNC(=O)COC(=O)c2ccc(F)c(S(=O)(=O)N3CCOCC3)c2)cc1OCC	-7%	57%[activator]	-1%	-2%	14%	-2%	-1.0	-1	-5%
Nc1cc(=O)[nH]c(SCC(=O)Nc2nnc(-c3ccccc3)s2)n1	-2%	38%[activator][7.66 µM]	-27%	-8%	7%	-4%[7.66 µM]	1.2	-26	-18%
NC(=O)c1cc([N+](=O)[O-])ccc1NCc1ccccn1	-13%	11%	i	-13%	7%	-15%	0.6	0	-5%
Cc1ccccc1-n1c(=O)c2ccccc2n(CC(=O)NCc2ccco2)c1=O	-5%	6%	-31%[inhibitor]	3%	-7%	-6%	0.0	-3	8%
Cn1c(NC(=O)c2cccc(C(F)(F)F)c2)cc(=O)n(C)c1=O	-9%	22%	-17%	1%	6%	7%	-1.3	-1	3%
COc1ccccc1C(=O)NCCC(=O)Nc1ccc(S(=O)(=O)N2CCC(C)CC2)cc1	6%	5%	-8%	-2%	19%	4%	-0.4	11	-15%
O=C(CSCc1ccc(F)cc1)Nc1ccccc1C(=O)N1CCOCC1	10%	-2%	i	-3%	-3%	6%	-0.7	3	3%
CCOc1ccc(S(=O)(=O)N2CCOCC2)cc1NC(=O)CN1C(=O)NC2(CCCCC2)C1=O	6%	11%	18%	-8%	-6%	4%	1.5	6	-1%
CCOC(=O)C1CN(S(=O)(=O)c2cccc(C(F)(F)F)c2)c2cc(CC(=O)OC)ccc2O1 (configuration not stated)	5%	1%	i	1%	9%	2%	-0.5	·	-13%
C=CCn1c(C)c(C(C)=O)c(N2CCN(c3ccccc3)CC2)nc1=S	-3%	-13%	2%[57.5 µM]	-7%	-9%	-7%	1.2	-1	11%
CCCCN(CC(=O)NCCOC)C(=O)Cn1nnc2ccccc21	11%	-2%	i	-4%	0%	15%	3.3	4	8%
Cc1ccc(N(CC(=O)Nc2ccccc2-c2ccccc2)S(=O)(=O)c2ccccc2)cc1	7%	?	-9%	-9%	-24%	-1%	0.2	-5	-10%
COc1cc(F)ccc1-c1csc(C(O)c2ccccc2)n1 (configuration not stated)	0%	-16%	-20%	-17%	?	5%	-0.1	0	-21%
CCOc1ccc(NC(=O)CN(C)C(=O)CSC(C)C(=O)Nc2cc(C)on2)cc1OCC (configuration not stated)	3%	12%	i	-1%	4%	-18%	-2.0	-4	3%
CCOC(=O)C(Sc1cc(C)nc(N)n1)C(C)=O (configuration not stated)	-9%	0%	i	-29%	4%	0%	-1.4	-8	8%
CCOC(=O)c1c(-c2ccc(OC)cc2)oc2ccc(OCc3ccc(C(=O)OC)cc3)cc12	·	1%	i	·	8%	-4%	·	·	·
Cc1nn(C)cc1C(C(=O)NC1CCCCC1)N(C(=O)Cc1cccs1)c1ccc(C(C)C)cc1 (configuration not stated)	1%	?	3%[57.5 µM]	-8%	1%	-23%	-2.9	·	6%
Cc1ccc(C)c(Cn2c(C(=O)OC(C)C)cc3c2ccn3C)c1	5%	0%	-8%	-9%	1%	1%	-1.3	·	-10%

One compound at a time, as listed above. Screens in order: EPAC1 agonist, GLP-1R inv ag, PTHR1 agonist, PLK1 PBD inh, GLP-1R agonist, GLP1R cytotox, IL2 activator, PI5P4Ka inh, EPAC1 antag
Shown for Cc1ccc(N(CC(=O)Nc2ccccc2-c2ccccc2)S(=O)(=O)c2ccccc2)cc1 → 7%, ?, -9%, -9%, -24%, -1%, 0.2, -5, -10%
Shown for Cn1c(NC(=O)c2cccc(C(F)(F)F)c2)cc(=O)n(C)c1=O → -9%, 22%, -17%, 1%, 6%, 7%, -1.3, -1, 3%
Shown for C=CCn1c(C)c(C(C)=O)c(N2CCN(c3ccccc3)CC2)nc1=S → -3%, -13%, 2%[57.5 µM], -7%, -9%, -7%, 1.2, -1, 11%
Shown for CCOc1ccc(S(=O)(=O)N2CCOCC2)cc1NC(=O)CN1C(=O)NC2(CCCCC2)C1=O → 6%, 11%, 18%, -8%, -6%, 4%, 1.5, 6, -1%

Next compounds follow.
SMILES	EPAC1 agonist	GLP-1R inv ag	PTHR1 agonist	PLK1 PBD inh	GLP-1R agonist	GLP1R cytotox	IL2 activator	PI5P4Ka inh	EPAC1 antag
Nc1ncn(C23CC4CC(CC(C4)C2)C3)n1	4%	1%	i	-6%	-12%	-16%	-3.4	·	11%
CCOC(=O)c1c(NC(=O)C2C3C=CC(CC3)C2C(=O)O)sc(C)c1C (configuration not stated)	6%	-13%	-18%	?	1%	0%	0.0	-16	8%
CC(=O)CCS(=O)(=O)c1ccc(Oc2ccc(S(=O)(=O)CCC(C)=O)cc2)cc1	-5%	?	i	-20%	-24%	1%	-0.6	8	-3%
COc1cc(C(=O)NCc2cc3ccccc3n2C)cc(OC)c1OC	21%	-6%	-33%[inhibitor]	1%	18%	-13%	-0.5	3	4%
CCOC(=O)[C@H]1[C@H]2COc3ccc(Cl)cc3[C@@H]2N2C(=O)[C@H](C)NC(=O)[C@@]12C	-8%	-2%	-25%	-6%	-4%	7%	-0.2	-4	-13%
O=C(NCc1ccccc1)C(c1ccccc1)n1c(-c2ccccn2)nc2ccccc21 (configuration not stated)	5%	7.9µM*	-1%	-14%	·	-2%	0.3	2	-15%
COc1cc2c(C)nc3c(c(C)nn3-c3ccccc3)c2cc1OC	-5%	6%	-12%	0%	6%	-5%	0.5	-3	19%
Cc1ccc(SC[C@H](c2ccccc2)N2CCN(CC(C)C)CCC2=O)cc1	3%	9%	-23%	-12%	-6%	17%	-0.5	4	-11%
CCS(=O)(=O)c1cc([N+](=O)[O-])c(Sc2ccccc2N)s1	-2%	4%	i	24µM*	-2%	-4%	0.1	-66*	-15%
Cc1ccc([C@H]2C(C(=O)O)=CC[C@@H](c3cccs3)N2S(=O)(=O)c2ccc(C)cc2)cc1	-4%	?	-5%	-21%	5%	-13%	1.3	0	-14%
Cc1cc(C)nc(OC(C(=O)O)C(OCCC(C)C)(c2ccccc2)c2ccccc2)n1 (configuration not stated)	-10%	?	-13%	-25%	-1%	-18%	0.6	-6	-26%
COC(=O)C(Cc1c[nH]c2ccccc12)NC(=O)c1ccccc1Br (configuration not stated)	7%	9%	-30%[inhibitor]	-11%	13%	0%	-0.1	0	3%
O=C(N/N=C/c1cccnc1)c1ccc2c(c1)OCCO2	5%	6%	-2%	3%	-2%	-1%	-0.5	-6	8%
CC(=O)/C=C/n1c(=S)oc2ccccc21	-4%	?	-30%	-29%	-2%	11µM*	-4.5	0	-7%
N#Cc1cc(S(=O)(=O)c2ccc(Cl)cc2)c(N)[nH]c1=O	-11%	-4%	-4%	6%	-5%	0%	-0.1	-5	-16%
O=C(Nc1ccc(Cl)cc1)c1cc2nc(-c3ccco3)cc(C(F)(F)F)n2n1	7%	6%	i	-5%	-1%	84%[activator]	6.0	?	2%
Cc1onc(-c2c(Cl)cccc2Cl)c1C(=O)N1C=CC(C(F)(F)F)=NCC1	-5%	?	i	-1%	-1%	0%	-0.6	·	5%
Nc1nc(SCC(=O)NCC2CCCO2)[nH]c(=O)c1NC(=O)c1ccco1 (configuration not stated)	-5%	4%	i	-3%	-7%	-11%	-1.1	2	-2%
Cc1ccc(C(=O)CCC(=O)NCc2ccccc2)cc1	-4%	-5%	-6%	-10%	-2%	7%	0.0	-6	-26%
Cn1c(CNc2nc3ccccc3n2CCN2CCCCC2)nc2ccccc21	8%	?	-50%[inhibitor][57.5 µM]	-9%	14%	-21%	-2.7	3	3%
Cc1nn(CCCC(=O)NC2CCC(C)CC2)c(=O)c2nn(-c3ccccc3)c(C)c12 (configuration not stated)	-3%	6%	-6%	-13%	-1%	-1%	-3.5	4	5%
CCN(CC(=O)Nc1ccccc1C(F)(F)F)C(=O)CCc1nc2ccccc2c(=O)[nH]1	6%	11%	24%	-9%	?	16%	-0.4	4	-9%
CC1=NN(C(=O)Cc2ccc([N+](=O)[O-])cc2)C(O)(c2cccnc2)C1 (configuration not stated)	8%	0%	i	-6%	7%	9%	-2.0	·	0%
